HePTP inh: blocks human HePTP tyrosine phosphatase. P35236. recombinant HePTP phosphatase activity, OD absorbance. inhibition, % at 20 µM. 110,000 tested, 0.64% active; in the data active = inhibition above about 50%;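 also: plate controls were vehicle for no effect and reference inhibitor for full effect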
Target sequence (P35236 whole entry, looked up): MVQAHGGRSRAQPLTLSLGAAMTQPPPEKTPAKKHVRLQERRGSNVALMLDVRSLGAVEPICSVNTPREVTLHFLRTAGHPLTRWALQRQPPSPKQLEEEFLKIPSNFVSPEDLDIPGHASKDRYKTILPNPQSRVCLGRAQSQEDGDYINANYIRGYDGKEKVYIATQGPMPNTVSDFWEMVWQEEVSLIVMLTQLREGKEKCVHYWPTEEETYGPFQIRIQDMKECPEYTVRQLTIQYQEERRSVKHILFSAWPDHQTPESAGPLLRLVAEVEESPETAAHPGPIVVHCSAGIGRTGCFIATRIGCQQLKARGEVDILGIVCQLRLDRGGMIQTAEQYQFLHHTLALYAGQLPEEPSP
BAP1 block: human BAP1 deubiquitinase inhibition. Q92560. recombinant BAP1, Ub-AMC hydrolysis fluorescence kinetic; hits give low values. AID 436. activity remaining (% of control), % at 20 µM. 72,000 tested, 0.48% active;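 active = activity remaining at or below 50% of control, provided the compound also passes the data quality filters; inactive = the rest, including low values that fail the filters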;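 also: 100% = DMSO wells rate and 0% = substrate alone blank rate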
Target sequence (Q92560 whole entry, looked up): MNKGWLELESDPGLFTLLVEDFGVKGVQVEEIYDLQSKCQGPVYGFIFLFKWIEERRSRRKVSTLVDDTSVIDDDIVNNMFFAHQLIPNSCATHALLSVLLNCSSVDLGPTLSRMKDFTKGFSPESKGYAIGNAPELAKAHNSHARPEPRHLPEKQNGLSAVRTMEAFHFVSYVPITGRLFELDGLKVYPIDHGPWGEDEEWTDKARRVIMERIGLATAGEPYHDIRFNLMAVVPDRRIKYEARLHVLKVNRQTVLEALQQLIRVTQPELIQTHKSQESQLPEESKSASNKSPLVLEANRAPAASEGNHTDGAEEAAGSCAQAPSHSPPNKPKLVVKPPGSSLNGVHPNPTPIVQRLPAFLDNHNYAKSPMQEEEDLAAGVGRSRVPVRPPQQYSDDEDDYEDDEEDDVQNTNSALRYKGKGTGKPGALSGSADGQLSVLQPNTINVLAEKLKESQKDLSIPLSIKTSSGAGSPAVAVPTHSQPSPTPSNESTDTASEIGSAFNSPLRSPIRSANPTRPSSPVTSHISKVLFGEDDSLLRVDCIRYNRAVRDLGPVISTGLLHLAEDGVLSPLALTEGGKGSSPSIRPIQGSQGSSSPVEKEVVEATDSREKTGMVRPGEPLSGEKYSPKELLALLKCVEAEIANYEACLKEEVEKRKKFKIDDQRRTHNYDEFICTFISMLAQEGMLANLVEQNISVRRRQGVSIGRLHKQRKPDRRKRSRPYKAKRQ
Numbers without * were called inactive; . = no result given; & = joins results of further samples.

The opening 3 entries (preview)
Order of values – HePTP inh	BAP1 block
C=CCSc1n[nH]c(-c2ccc(OC)cc2)n1
  -3	80
CC(C)CC(OC(=O)c1cccs1)C(=O)NCc1ccco1 (stereo not drawn)
  3	76
Nn1c(-c2cccc(Br)c2)n[nH]c1=S
  3	92

All compounds of this part, repeating the preview:
Order of values – HePTP inh	BAP1 block
C=CCSc1n[nH]c(-c2ccc(OC)cc2)n1
  -3	80
CC(C)CC(OC(=O)c1cccs1)C(=O)NCc1ccco1 (stereo not drawn)
  3	76
Nn1c(-c2cccc(Br)c2)n[nH]c1=S
  3	92
CCN(C(=O)COc1ccccc1)c1nnc(-c2cccnc2)s1
  9	114
N#CC(C#N)=Cc1c[nH]c(=O)c(C#N)c1Nc1ccccc1
  -11	.
CCOC(=O)c1nnn(-c2nc(OC)nc(N(C)C)n2)c1-c1ccccc1
  10	89
Cn1c2ccccc2c2ncn(CCC3=CCCCC3)c(=O)c21
  25	318
CCOc1ccc(NC(=O)CSc2nnc(C3CC3)n2N)cc1
  2	122
COc1ccc(-c2nnc(N(C)C(=O)c3cccnc3)s2)cc1
  3	108
COC(=O)C(C)Sc1nc2c(c(=O)n(C)c(=O)n2C)n1CCC(C)C (stereo not drawn)
  -4	62
O=C(NCc1ccc2c(c1)OCO2)c1ccc2snnc2c1
  .	108
O=C1C=C(NCCNc2c(F)c(F)c(CO)c(F)c2F)CCC1
  8	78
Cc1cc2nc(Nc3nc(-c4ccccc4)cc(=O)[nH]3)nc(C)c2cc1C
  .	131
O=C(CS(=O)CC(=O)N(CC(=O)NC1CCCC1)C1CCCCC1)Nc1ccc(F)cc1 (stereo not drawn)
  8	93
CCOC(=O)c1ccc2nc3c(cc2c1)CCS3
  8	.
CCCCOc1ccc(NC(=O)CSCC(=O)OCC)cc1
  8&-9	102
CC(C)n1c(Nn2cnnc2)nc2ccccc21
  4	101
C=CCc1c(C)[nH]c(=S)c(C#N)c1C
  6	92
CCOc1ccc(-c2nc(CSCC(=O)N3CCN(c4cccc(OC)c4)CC3)c(C)o2)cc1
  11	101
COc1ccccc1N1CCN(C(=O)c2ccc3c(=O)n(Cc4ccco4)c(=S)[nH]c3c2)CC1
  -8	.
C=CCNC(=O)c1ccc2nccnc2c1
  7	.
Cc1cc(C#N)c(C)n1-c1cc(C(F)(F)F)ccc1N1CCOCC1
  -1	115
S=c1[nH]nc(-c2ccc3ccccc3n2)o1
  -6	106
COc1ccc(OC)c(NC(=O)CN(c2cc(C)cc(C)c2)S(=O)(=O)c2ccccc2)c1
  5	.
CCOC(=O)CCc1c(C)c2c(C)nn(-c3ccccc3)c2[nH]c1=O
  -10	97
Cc1ccc(NC(=O)c2ccc(OCC(C)C)cc2)c(C)c1
  7	.
CC1=C(C(=O)OCCc2ccccc2)C(c2ccc(Cl)cc2Cl)CC(=O)N1 (stereo not drawn)
  5	.
O=c1[nH][nH]c(=O)c2cc(Oc3ccc([N+](=O)[O-])cc3)ccc12
  4	.
FC(F)(F)c1ccccc1CN1CCN(C2CCCCC2)CC1
  8	.
CCCOc1ccc(C2C(C(=O)OC)=CN(CCOC)C=C2C(=O)OC)cc1
  4	.

Rewritten with each value named: two of the compounds above
> Cc1cc(C#N)c(C)n1-c1cc(C(F)(F)F)ccc1N1CCOCC1
  HePTP inh = -1
  BAP1 block = 115
> CCOc1ccc(-c2nc(CSCC(=O)N3CCN(c4cccc(OC)c4)CC3)c(C)o2)cc1
  HePTP inh = 11
  BAP1 block = 101

New compounds follow:
Order of values – HePTP inh	BAP1 block
COc1cc(NC(=O)c2cc(-n3cnnc3)ccc2Cl)cc(OC)c1
  0	81
O=C1CCC(=O)N1OCCOc1ccc2c(c1)CCC2
  2	85
COC(=O)C1=C(C)N=c2s/c(=C/c3cccc([N+](=O)[O-])c3)c(=O)n2C1c1ccc(OC(C)=O)cc1 (stereo not drawn)
  -7	.
CC(=O)N/C(=C/c1ccc2c(c1)OCO2)C(=O)NC(Cc1ccccc1)C(=O)O (stereo not drawn)
  0	.
COc1ccc(/C=C2\CCC/C(=C\c3ccc(OC)c(OC)c3)C2=O)cc1OC
  -12	.
O=C1c2ccccc2S(=O)(=O)N1CCOc1ccc(F)cc1
  -8	108
Cc1oc(-c2ccc(F)cc2)cc1-c1nn2c(-c3ccoc3C)nnc2s1
  14	.
Cc1cc(C(=O)N/N=C/c2c(Cl)cccc2Cl)n[nH]1
  -3	.
Cc1cc(C)c2oc(-c3ccc(NC(=O)c4ccc(I)cc4)cc3)nc2c1
  .	85
Cc1cccc(OCC(=O)Nc2cccc(C(F)(F)F)c2)c1C
  -11	.
COCCNC(=O)/C(=C\C=C\c1ccccc1)NC(=O)c1ccc(C)cc1
  -5	.
Cc1ccc(/C(O)=C2\C(=O)C(=O)N(CCCC(=O)O)C2c2ccc3c(c2)OCO3)cc1 (stereo not drawn)
  -2	.
Cc1cccc(CCNC(=O)C2CCC(CNc3c(N4CCCC4)c(=O)c3=O)CC2)c1 (stereo not drawn)
  5	93
COc1ccc(NS(=O)(=O)c2cccc3c2C(=O)c2ccccc2C3=O)cc1
  .	108
O=C(O)c1cc(NC(=O)c2ccco2)cc(C(=O)O)c1
  0	.
CC12C=CC(O1)C1C(=O)N(c3ccc(Br)cc3[N+](=O)[O-])C(=O)C12 (stereo not drawn)
  .	57
C/C(=C\C(=O)OC1CC(C)(C)NC(C)(C)C1)NC1CC(C)(C)NC(C)(C)C1
  13	.
CCC(OC(=O)CCc1nc2ccccc2[nH]c1=O)C(=O)c1ccccc1 (stereo not drawn)
  4	.
CC(=O)N1CCc2cc(S(=O)(=O)NC(C(=O)Nc3ccc4c(c3)OCCO4)C(C)C)ccc21 (stereo not drawn)
  1	96
CC(=O)Nc1ccc(NC(=O)Cn2cc3c(n2)CCC(C)C3)cc1 (stereo not drawn)
  14	95
Cc1cc(C=NNC(=O)CC#N)c(C)n1-c1ccc(Cl)c(Cl)c1
  7	.
COc1ccc(NC(=O)c2cnc(C)cn2)cc1-n1cnnn1
  7	73
O=C(Cc1ccccc1[N+](=O)[O-])N1CCN(c2ccc(F)cc2)CC1
  -13	.
CC(C)Nc1oc(Cc2cccc3ccccc23)nc1C#N
  3	103
COc1cccc(CN2CCN(C3CCC(C)CC3)CC2)c1 (stereo not drawn)
  7	.
CC(=O)Nc1ccc(NC(=O)CSc2nc3ccccc3o2)cc1
  0	.
O=C(Nc1ccc2oc(-c3ccccc3Cl)nc2c1)c1ncn[nH]1
  -2	153
O=C(Nc1ccc(C2CCCCC2)cc1)C1CCCN(c2ncccn2)C1 (stereo not drawn)
  7	68
COC(=O)c1cc(C)sc1NC(=O)CCCC(=O)O
  4	121
CCOC(=O)N1CCN(C(=O)Cn2cc3c(n2)CCCC3)CC1
  3	71

Next part.
Order of values – HePTP inh	BAP1 block
COc1cc(NC(=O)c2ccc(C)cc2)c(OC)cc1NC(=O)CN1CCOCC1
  -3	97
COc1cccc(NC(=O)/C(=C/c2ccccc2)c2ccccc2)c1
  -13	.
Cc1cc(NC(=O)Cn2nnc3sc4c(c3c2=O)CCCC4)no1
  6	97
O=C(c1ccccc1)c1cccn1CC(=O)N1CCN(c2ccc(F)cc2)CC1
  7	97
COc1ccc(S(=O)(=O)CCc2nnc(-c3ccc(Br)cc3)o2)cc1
  6	.
O=C(CC(c1ccccc1)c1ccccc1)c1ccc2c(c1)OCCO2
  -11	.
COc1ccc(CN2CC(C(=O)NCCCN3CCN(C)CC3)CC2=O)cc1 (stereo not drawn)
  5	104
CCCn1c(=N)n(CC(=O)c2cccs2)c2ccccc21
  -6	94
CCOC(=O)C1=C(O)/C(=C/c2cccc(OC)c2O)N=C1C
  -8	.
CC1=CC(C)(C)N(C(=O)C(Cc2ccccc2)N2C(=O)c3ccccc3C2=O)c2ccccc21 (stereo not drawn)
  -9	.
CCOC(=O)c1cc2c(=O)n3ccccc3nc2n(CCCOC)c1=NC(=O)C(C)(C)C
  -9	.
Cc1cc(C(C)(C)C)c(O)c(C)c1CC1=NCCN1
  7	187&85
CCCCc1c(O)nc(SCC(=O)N2CCOCC2)n(-c2ccccc2C)c1=O
  8	90
CN(C(=O)C1CCCO1)c1nnc(-c2ccccn2)s1 (stereo not drawn)
  8	783
COc1ccc(C2C(C#N)=C(N)SC(N)=C2C#N)cc1OC
  -3	137
CCN1C(=O)C2(/C(=C(\O)c3ccc4c(c3)OCCO4)C(=O)C(=O)N2CCCOC)c2ccccc21 (stereo not drawn)
  1	83
COCCCNC(=O)c1cc(OC)c(OC)c(OC)c1
  5	100&148
Cn1c(=O)[nH]c(=O)c2c1nc(N1CCN(Cc3ccccc3)CC1)n2CCSc1ncccn1
  5	99
Cc1c(C)c2cc(Cl)c(O)c(CN3CCCC(C)C3)c2oc1=O (stereo not drawn)
  -4	563
Cc1occc1C(=O)NCCc1cccc(Cl)c1
  1	.
COc1ccc(OCCC(=O)c2ccc(OC)c(OC)c2)cc1
  0	.
O=C(/C=C(/O)c1ccc(Cl)cc1)C(=O)Nc1ccccc1
  7	.
COc1ccc(/C(N)=N/OC(=O)c2cccc([N+](=O)[O-])c2C)cc1OC
  -8	.
Cc1cc(C)nc(SCC(=O)Nc2ccc(Cl)cc2)n1
  1	.
O=C(COc1ccccc1Cl)Nc1cccc(NC(=O)c2ccccc2)c1
  7	.
NC(=O)c1cccc(NC(=O)c2ccccc2C(=O)O)c1
  0	.
O=C(Nc1nnc(SCc2ccc(F)cc2)s1)c1ccco1
  5	75
CC(Sc1nc2ccc(Br)cc2c(=O)n1-c1ccccc1)c1ccccc1 (stereo not drawn)
  -2	.
COC(=O)COc1nsnc1N1CCOCC1
  -4	72
COc1ccccc1N1C(=O)c2cccc3c(N(C)C)ccc(c23)C1=O
  -2	.

More structures follow:
Order of values – HePTP inh	BAP1 block
COC(=O)C1=C(C)N(CC(C)C)C(=O)/C1=C\c1cccc([N+](=O)[O-])c1
  -7	.
c1csc(-c2cn3c(n2)SCC3)c1
  -13	95
O=C(NC(=S)Nc1ccc(Cc2ccncc2)cc1)c1ccc(Cl)cc1
  5	.
COc1ccccc1N1CCN(C(=O)c2ccc(CS(=O)(=O)c3ccccc3OC)o2)CC1
  8	108
O=S(=O)(NC1c2ccccc2Oc2ccccc21)c1ccccc1
  1	.
COC(=O)C1=C(C)NC2=C(C(=O)CC(c3ccccc3)C2)C1c1ccccc1 (stereo not drawn)
  -6	.
COc1ccc2c(=O)c(N3C(=O)c4ccccc4C3=O)coc2c1
  4	57
CN(C)CCNC(=O)Cc1c(C(=O)O)n(C)c2ccccc12
  6	89
COc1ccc2cc(C(c3nnnn3C3CCCCC3)N3CCCCCC3)c3nnnn3c2c1 (stereo not drawn)
  9	.
COc1ccccc1CNC(=O)c1ccc(NS(C)(=O)=O)cc1
  4	83
CCCOc1cccc(C(=O)Nc2scc(-c3ccc(C)cc3)c2C(=O)OC)c1
  6	.
COc1cc(NC(=O)c2cc([N+](=O)[O-])ccc2N2CCCCCC2)c2ncccc2c1
  -3	74
Cc1cc(S(=O)(=O)N2CCN(c3ncccn3)CC2)ccc1-n1cnnn1
  -9	98
COc1ccccc1NC(=O)c1nnn(CC(=O)Nc2cccc(SC)c2)c1N
  -1	194
O=C(NCCCN1CCOCC1)/C(=C/c1ccc(-c2ccc(Cl)cc2)o1)NC(=O)c1ccccc1
  4	.
Cc1nc(NC(=O)CCCC(=O)Nc2nc(C)c(C)s2)sc1C
  8	137
Cc1cccc(-n2nnc(C(=O)NCc3ccccn3)c2N)c1
  3	88
O=C(NCc1cccs1)C(=O)Nc1ccccc1
  -3	.
O=C(COc1ccc(Cl)cc1)Nc1nc(-c2cccs2)cs1
  2	71
O=C(CN1C(=O)c2ccccc2C1=O)Nc1ccc(F)c(F)c1
  5	.
CCOc1ccc2nc(NC(=O)c3ccccc3C(=O)O)sc2c1
  2	.
Cc1ccc(C)n1-n1c(C)nc2sc3c(c2c1=O)CCCCC3
  -8	78
COc1ccc(N2CCN(C(CNC(=O)C3CCCCC3)c3cccnc3)CC2)cc1 (stereo not drawn)
  6	103
CCCOc1cccc(NC(=O)c2ccc(C)o2)c1
  -2	.
O=C(Nc1nc(-c2ccc3c(c2)OCO3)cs1)c1ccncc1
  4	102
Cc1onc(-c2ccccc2)c1C(=O)Nc1cc(C(F)(F)F)ccc1N1CCOCC1
  5	58
O=C(CNC(=O)c1ccccc1)NC1(C(=O)NC2CCCC2)CCCCC1
  0	99
O=C(N1CCN(c2ccc([N+](=O)[O-])cc2)CC1)S(=O)(=O)c1ccccc1
  -6	.
C=CCNc1ccc2c3c(cccc13)C(=O)N(C)C2=O
  .	65
CC1=C(C(N)=O)C(c2ccccc2)n2nc(-c3ccncc3)nc2N1 (stereo not drawn)
  13	113

Additional compounds:
Order of values – HePTP inh	BAP1 block
COCCn1c(CN2CC(C)CC(C)C2)nc2c1c(=O)n(C)c(=O)n2C (stereo not drawn)
  -12	89
O=C(C#Cc1ccccc1)Nc1ccc(Cl)cc1
  0	.
O=C1c2ccc(-c3nc4ccccc4c(=O)o3)cc2C(=O)N1c1ccccc1[N+](=O)[O-]
  9	.
COc1ccc(S(=O)(=O)N2CCc3ccccc32)cc1C(=O)OCc1nnc(-c2ccccc2)o1
  -8	137
COc1cccc(NC(=O)Nc2cccs2)c1
  8	108
CCOC(=O)C(=CNc1ccc(OC)c(OC)c1)C(=O)OCC
  -17	.
CCN(CC)C(=O)CN(c1ccc(Oc2ccccc2)cc1)S(C)(=O)=O
  1	.

3 of the compounds above, with the structure last:
HePTP inh	BAP1 block	SMILES
9	.	O=C1c2ccc(-c3nc4ccccc4c(=O)o3)cc2C(=O)N1c1ccccc1[N+](=O)[O-]
-17	.	CCOC(=O)C(=CNc1ccc(OC)c(OC)c1)C(=O)OCC
-8	137	COc1ccc(S(=O)(=O)N2CCc3ccccc32)cc1C(=O)OCc1nnc(-c2ccccc2)o1

From PubChem
